Bioassay records deposited in PubChem by The Scripps Research Institute Molecular Screening Center.
MITF primary – human MITF inhibition, primary screen; O75030; inhibition, % at 2.6 µM; AlphaScreen MITF homodimerization, bead proximity signal; actives 0.91% (n = 650,000); in the data active = inhibition above about 50%;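 also: 0% = vehicle wells with protein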
FBW7 activator – human FBW7 E3 ligase activation, primary screen; AID 1259310; Q969H0; normalized activity (activation), % at 26.1 µM; actives 0.13% (n = 650,000); AlphaScreen FBW7–phospho-cyclin E peptide binding, activator screen; in the data active = normalized activity above about 1.9%;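 also: purified mutant Fbw7 with reduced substrate affinity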
Target sequence (Q969H0 whole entry, looked up): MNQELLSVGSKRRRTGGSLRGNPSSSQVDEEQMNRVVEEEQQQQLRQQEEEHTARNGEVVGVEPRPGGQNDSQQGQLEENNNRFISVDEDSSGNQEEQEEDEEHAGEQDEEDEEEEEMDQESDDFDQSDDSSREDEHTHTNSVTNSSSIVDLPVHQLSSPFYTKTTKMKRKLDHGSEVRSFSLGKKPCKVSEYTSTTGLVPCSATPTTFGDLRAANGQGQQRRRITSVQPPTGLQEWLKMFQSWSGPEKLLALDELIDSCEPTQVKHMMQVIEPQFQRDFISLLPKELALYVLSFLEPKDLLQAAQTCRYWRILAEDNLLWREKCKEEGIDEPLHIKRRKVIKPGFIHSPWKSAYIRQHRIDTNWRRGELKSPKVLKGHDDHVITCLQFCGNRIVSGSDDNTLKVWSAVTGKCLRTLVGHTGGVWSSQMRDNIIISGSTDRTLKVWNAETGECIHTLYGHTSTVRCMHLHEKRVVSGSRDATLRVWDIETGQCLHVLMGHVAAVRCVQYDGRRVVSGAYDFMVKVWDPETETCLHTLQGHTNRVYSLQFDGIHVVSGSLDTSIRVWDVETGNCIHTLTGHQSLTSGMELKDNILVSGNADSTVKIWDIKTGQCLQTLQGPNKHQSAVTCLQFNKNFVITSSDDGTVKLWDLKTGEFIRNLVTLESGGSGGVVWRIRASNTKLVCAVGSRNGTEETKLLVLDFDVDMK
GPR151 ag – activators of human GPR151; Q8TDV0; PathHunter beta-arrestin GPR151 cells, luminescence; activation, % at 11.2 µM; actives 1% (n = 650,000); AID 1508602; in the data active = activation above about 4.9%;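 also: 0% = median of compound wells and 100% = cells with positive control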
TEAD-YAP inh – TEAD-YAP interaction inhibition; HEK-TIYL cells, TEAD-Gal4/YAP UAS-luciferase luminescence; inhibition, % at 9.12 µM; actives 1.4% (n = 640,000); in the data active = inhibition above about 32%;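 also: 0% = median of test compound wells and 100% = reference inhibitor wells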
Active calls of the source: *; . = no result given; & = joins results of further samples.

molecule	MITF primary	FBW7 activator	GPR151 ag	TEAD-YAP inh
CSc1nc2nc(-c3ccc(F)cc3)c(CCN3CCOCC3)cn2n1	-8	-0.2	1.7	-6
CCCC(=O)Nc1cc(N(C)C)nc2ccccc12	-4	0.1	-1.1	0
CCN(CC)CCNc1nc2c(c(=O)[nH]c(=O)n2C)n1CCCOc1ccccc1	16	0.9	1.6	-7
Cc1ccc(S(=O)(=O)N(CC(O)Cn2c3ccc(Cl)cc3c3cc(Cl)ccc32)CC2CCCO2)cc1 (stereo unspecified)	16	0.6	-1.3	2
C=CCOc1ccc(C2C(C#N)=C(N)OC3=C2C(=O)CC(C)(C)C3)cc1OC (stereo unspecified)	10	0.5	-0.8	2
COc1ccc(Br)cc1C1C(C(=O)OCC2CCCO2)=C(C)NC2=C1C(=O)CCC2 (stereo unspecified)	1	0.2	-1.0	8
CCOC(=O)c1cnc2ccc(C)cc2c1Nc1ccc(OCc2ccccc2Cl)cc1	-2	-0.1	2.4	-4
O=C1CC(c2ccccc2)CC(O)=C1C=Nc1ccccc1 (stereo unspecified)	16	0.0	0.8	3
Cc1ccc(CNC(=O)c2ccc(N3CCCC3=O)cc2)cc1	9	0.0	2.8	-5
CC(=O)Nc1ccc(NC(=O)/C=C/c2ccc3c(c2)OCO3)cc1	-7	-0.9	0.0	-43
Cc1cc(NC(=O)c2cc3ncc(Br)cn3n2)no1	1	0.0	1.5	0
COc1ccccc1NC1=NCC(=O)N1Cc1ccccc1	-7	0.0	-0.2	-1
COCCNC(=O)Cn1cc(-c2nnc(C)o2)c2ccccc21	-9	-0.2	-0.8	2
CC1CCCC(NC(=O)c2ccc(-n3c(=S)[nH]c4ccccc4c3=O)cc2)C1C (stereo unspecified)	6	0.1	-1.5	4
Nc1nnc(SCC(=O)Nc2ccc(Cl)cc2)n1-c1ccccc1	18	0.8	-0.1	18
CC(C)Oc1ccc(CNC(=O)c2cc3ccccc3o2)cc1	11	0.7	0.8	-22
O=C(/C=C\c1ccccc1)C1=C(O)C(=O)N(c2cccc(C(F)(F)F)c2)C1c1ccccc1F (stereo unspecified)	13	-0.1	1.1	7
CCc1cccc(NC(=O)c2ccccc2[N+](=O)[O-])c1	7	-0.1	0.1	3
COc1ccc(Br)c(C(=O)NC2CCCC2)c1	1	-0.1	0.1	2
CC(=O)C1=C(O)C(=O)N(c2nc3ccccc3s2)C1c1ccc(F)cc1 (stereo unspecified)	7	-0.1	0.7	-13
O=C(COC(=O)c1cccc(NC(=O)c2ccc(Br)cc2)c1)c1ccc(Br)cc1	-7	-0.2	-1.2	-46
O=C(COC(=O)c1ccccn1)NCc1ccccc1	12	-0.7	0.3	3
C#CCN(CC=C)C(=O)CCc1nnc(Cc2cccc(C)c2)o1	14	0.1	-0.8	-51
Cc1ccc(C(=O)N2CCN(c3ccc([N+](=O)[O-])c(N4CCCCC4)c3)CC2)cc1	16	1.0	-0.4	13
CCC(Sc1nnc2c3ccccc3n(C(C)C)c2n1)C(=O)Nc1ccc(Cl)cn1 (stereo unspecified)	3	-0.2	1.0	2
CCOC(=O)c1ccc(NC(=O)c2cc3c(=O)n(C)c4ccccc4c3n2C)cc1	-19	0.4	1.1	-3
CCNC(=S)NNC(=O)CSc1nc2ccccc2s1	13	1.1	-1.2	-19
CCC(C)NC(=O)c1ccc(Sc2ccc(Br)cc2)c([N+](=O)[O-])c1 (stereo unspecified)	16	0.8	-1.1	0
O=C1C(=O)N(c2ccc(S(=O)(=O)Nc3nccs3)cc2)C(c2ccccc2)/C1=C(\O)c1ccc(Cl)cc1 (stereo unspecified)	-3	0.0	0.0	-6
O=C(CNC(=O)c1ccccc1Br)N/N=C/c1ccco1	-9	0.2	1.6	0
COc1ccc(/C=N/NC(=O)CNc2ccc(I)cc2C)cc1	-6	-0.1	-0.2	2
COc1ccc(C2=NN(C(=O)CSc3nnc(CNC(=O)c4ccc(OC)c(OC)c4)n3C)C(c3ccc(F)cc3)C2)cc1 (stereo unspecified)	10	-0.1	1.1	12
Nc1nc2n(c1C(=O)c1ccccc1)CCC2	11	0.2	0.6	-7
CCCCCn1c(SCc2cccc([N+](=O)[O-])c2)nc2cc(C(=O)N3CCOCC3)ccc2c1=O	10	0.1	1.6	11
Cc1ccccc1C(=O)Nc1sc2c(c1C(=O)N1CCCCC1)CCC(C)C2 (stereo unspecified)	-5	0.3	-0.8	2
CNC(=O)Cc1nc2ccccc2n1CC(=O)Nc1ccc(C)c(Cl)c1	-5	-0.1	-0.2	-5
O=C1N=c2ccc(Cl)cc2=C1c1sc(=S)[nH]c1O	2	0.1	-0.1	7
CN1CCN(C(=O)c2ccc(CNc3nc(=S)[nH]c4ccccc34)cc2)CC1	-1	0.2	0.6	12
COc1ccc(N/C(=N\S(=O)(=O)c2ccc(F)cc2F)c2ccccc2)cc1	20	0.5	-1.6	-8
CCCC1=NN2C(=N)/C(=C/c3cn(CCOc4ccc(Br)cc4)c4ccccc34)C(=O)N=C2S1	4	0.0	-0.2	4
Cc1ccccc1C1(CC(=O)N(C)Cc2nonc2C)CC(=O)N(CCN(C)C)C1=O (stereo unspecified)	0	0.0	2.3	-5
CCC(=O)Nc1ccc(NC(=O)c2ccc(Cl)cc2)nc1	9	0.0	0.1	-9
COc1cc(C(=O)Nc2nnc(SCC(=O)Nc3ccc(F)cc3)s2)cc(OC)c1OC	-1	0.1	-0.8	4
Cn1c(Nc2nc(C(=O)NCc3cccnc3)cs2)nc2ccccc21	14	-0.1	-1.8	5
O=c1c2c(nc(NCCO)n1-c1ccccc1)-c1ccccc1CC21CCCC1	19	0.2	1.3	5
O=C1CCN(Cc2cccnc2)CCN1Cc1c(F)cc(F)cc1F	11	0.3	-2.2	-3
Fc1cc(-c2nc(Nc3cccc(Cn4ccnc4)c3)ncc2F)cc(N2CCOCC2)c1	-2	0.0	-1.6	94*
O=C(CNC(=O)c1ccccc1)N/N=C/c1cc([N+](=O)[O-])ccc1O	22	-0.9	0.2	-10
CCCN1CCC2(CC1)c1ccccc1[C@@H](NC(C)=O)[C@@H]2OCc1ccccc1	-6	0.0	0.1	4
CCCNC(=O)OC[C@H]1O[C@H](CCO/N=C2/[C@H]3CCn4c(=O)n(-c5ccccc5)c(=O)n4[C@H]3[C@H](O)[C@@H]3O[C@H]23)C=C[C@@H]1Oc1ccc(OC)cc1	17	0.0	-1.0	.
O=c1[nH]c(-c2ccc(-c3ccccc3[N+](=O)[O-])o2)nc2sc3c(c12)CCCC3	-8	0.2	2.0	3
COc1cccc(N2CCN(Cc3nc(N)nc(Nc4ccc(C)c(Cl)c4)n3)CC2)c1	20	-0.4	-0.2	-2
O=C(NCC1COC2(CCCCC2)O1)Nc1ccc(Cl)cc1 (stereo unspecified)	22	0.5	-1.0	-39
CCCCNC(=O)c1ccc2c(c1)NC(=O)C(CSCc1ccc(F)cc1Cl)N2 (stereo unspecified)	-9	-0.2	-0.3	-2
COCCNCCOc1cccc(C)c1	27	-0.3	-0.3	-5
COc1ccc(-c2nnc3ccc(SCC(=O)NCc4ccccc4)nn23)cc1OC	-2	0.3	0.2	-12
Nc1ccccc1C(=O)NN=c1c2ccccc2oc2ccccc12	-7	0.2	4.3	-10
CCCC(C)C(=O)Nc1ccccc1C(N)=O (stereo unspecified)	25	0.4	-0.5	-2
CCN(CC)c1ccc2cc(C(N)=O)c(=Nc3ccccc3OC)oc2c1	-1	0.2	-0.3	-56
C#CCN(CC=C)C(=O)COc1ccc(N(C)Cc2ccc(F)cc2)nn1	0	0.1	-1.0	-59

Following part:
molecule	MITF primary	FBW7 activator	GPR151 ag	TEAD-YAP inh
COc1ccc(NC(=S)Nc2nc3c(s2)CCCC3)cc1OC	11	-0.3	-1.6	1
CC(C(=O)O)N1C(=O)/C(=C/c2ccccc2C(=O)O)SC1=S (stereo unspecified)	6	-0.1	1.3	-1
O=C(NC(Nc1cccc(C(F)(F)F)c1)C(=O)c1ccccc1)c1cccs1 (stereo unspecified)	3	0.0	-1.1	1
Cc1ccc(N2CC(NC(=O)N3CCN(c4ccc([N+](=O)[O-])cc4)CC3)CC2=O)cc1 (stereo unspecified)	1	-0.1	0.6	1
CNC(=O)[C@@H]1C[C@@H](NCc2ccc(OC)c(C)c2C)CN1Cc1cccc(Cl)c1	5	0.1	0.0	3
Cc1ccc(C)c(S(=O)(=O)c2nnn3c2nc(NCc2ccco2)c2sccc23)c1	6	-0.1	-0.8	-7
CCN(CC)c1ccc(/C=N/NC(=O)CNc2ccc3ccccc3c2)c(O)c1	6	0.1	-1.4	20
Cc1ccc(-c2noc(CCCC(=O)Nc3ccccc3)n2)cc1	9	0.9	-1.2	-7
COc1cc(Br)cc(/C=N/c2ncn[nH]2)c1O	14	0.7	-1.4	6
COc1ccc(N2CCN(C(=O)c3ncn[nH]3)CC2)cc1	4	-0.1	0.5	0
COc1ccc(OC)c(C2C(C#N)=C(N)N(N3CCOCC3)C3=C2C(=O)CC(C)(C)C3)c1 (stereo unspecified)	-1	0.0	-0.1	5
COc1cccc2cc(C(=O)Nc3ccccc3)c(=Nc3ccc(C(=O)O)cc3)oc12	7	0.1	-1.5	-31
CCCNCc1cc(OC)c(OCCO)cc1Br	-2	-0.1	-0.8	6
FC(F)Sc1nnc2sc3ccccc3n12	-3	0.1	-2.1	-8
COc1ccc([N+](=O)[O-])cc1NC(=O)CCS(=O)(=O)c1ccc(F)cc1	5	-0.1	0.7	-1
O=C(CCl)NNc1nc(-c2ccccc2)c2cc(Cl)ccc2n1	12	0.0	0.4	12
CCO/C([O-])=N/c1c[n+](N2CCOCC2)no1	-2&-12	0.2&0.0	2.3&-0.1	2
O=C1N[C@@H](Cc2ccc(O)cc2)C(=O)N2CCN(C(=O)c3ccc(-c4ccccc4)cc3)C[C@H]12	-16	0.6	-1.1	-1
CCCc1ccc(-c2ccc(C(=O)Oc3ccc([N+](=O)[O-])cc3)cc2)nc1	16	0.0	-0.7	-13
COc1cc([N+](=O)[O-])ccc1NC(=S)NNC(=O)c1ccc(Br)s1	11	0.0	-0.3	5

Quoted from the listing:
GPR151 ag result of C#CCN(CC=C)C(=O)CCc1nnc(Cc2cccc(C)c2)o1 = -0.8
GPR151 ag result of CCc1cccc(NC(=O)c2ccccc2[N+](=O)[O-])c1 = 0.1

The listing picks up; the four compounds before the break are reprinted first.
molecule	MITF primary	FBW7 activator	GPR151 ag	TEAD-YAP inh
CCO/C([O-])=N/c1c[n+](N2CCOCC2)no1	-2&-12	0.2&0.0	2.3&-0.1	2
O=C1N[C@@H](Cc2ccc(O)cc2)C(=O)N2CCN(C(=O)c3ccc(-c4ccccc4)cc3)C[C@H]12	-16	0.6	-1.1	-1
CCCc1ccc(-c2ccc(C(=O)Oc3ccc([N+](=O)[O-])cc3)cc2)nc1	16	0.0	-0.7	-13
COc1cc([N+](=O)[O-])ccc1NC(=S)NNC(=O)c1ccc(Br)s1	11	0.0	-0.3	5
C=CCNCCC1CCC(=O)N1Cc1ccc(C(F)(F)F)cc1 (stereo unspecified)	8	-0.1	-1.0	-13
CCOc1ccc(NC(=O)Nc2cc(C(=O)O)ccc2N2CC3CC(C2)c2cccc(=O)n2C3)cc1 (stereo unspecified)	-2	0.1	0.3	-9
COc1ccc(-n2nc(C(=O)NCC(=O)NCCc3ccc(OC)c(OC)c3)c3ccccc3c2=O)c(OC)c1	17	0.1	0.6	-2
Cc1ccc(-n2c(=O)cc(N3CC(C)CC(C)C3)[nH]c2=O)cc1 (stereo unspecified)	-4	0.1	-1.6	-2
Cc1ccc(C)c(NC2=NCC(=O)N2c2ccc3c(c2)OCCO3)c1	-5	0.4	0.8	7
CCOc1ccc(NC(=O)CCC2CCCC2)cc1	16	0.4	-0.3	-50
CCC1CCCCN1C(=O)Cc1ccc(Cl)cc1 (stereo unspecified)	-32	0.0	0.5	3
COc1ccc(Cc2nnc(SCC(=O)N3CCN(c4ccccc4)CC3)o2)cc1	0	-0.2	0.4	7
COc1ccc(Cl)cc1NC(=O)C1(c2cccs2)CCOCC1	17	0.7	0.8	-6
COc1ccc(CNc2c(C(C)=O)nnn2-c2ccc(F)cc2)cc1	7	0.0	-0.9	-13
CCc1ccc(NC(=O)Cn2cnc3scc(-c4ccccc4)c3c2=O)cc1	3	-0.1	-0.2	10
Brc1ccc(CNc2ccc3[nH]ncc3c2)cc1	21	0.0	-1.1	-20
COc1ccccc1N1CC(C(=O)Nc2cccc(C(F)(F)F)c2)CC1=O (stereo unspecified)	10	0.4	-1.2	6
CC(=O)c1ccc(NC(=O)/C=C/c2ccccc2)cc1	-5	0.2	-1.3	-63
O=S(=O)(NC1CCCCC1)c1cnc[nH]1	3	0.0	1.2	4
Cc1cnc(Nc2ccc(-n3cnc(N4CCOCC4)n3)cc2)cc1Nc1ccccc1C(N)=O	-6	-0.1	4.1	82*
Cc1ccc(S(=O)(=O)N(CC(O)CN2C(=O)NC(C)(C)C2=O)c2cc(Cl)ccc2Cl)cc1 (stereo unspecified)	15	0.0	0.5	-7
